Bioassay records (PubChem BioAssay)
TDP1 cell CPT: DT40-hTDP1 cell growth loss with CPT. chicken DT40 Tdp1-/-;hTDP1 cells + 20 nM CPT, ATP luminescence, 48 h. Potency, µM (highest dose often 46.2 µM), for the others: at the highest dose activity change, negative = growth inhibition, actives largely listed as inhibitors. 420,000 compounds, 12% hits; also: nearly all actives have a fitted effect of over 55% in size
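Chicken DT40 Tdp1-/- cells stably complemented with human TDP1 were seeded at 400 cells/well in medium containing 20 nM camptothecin, exposed to pin-transferred compounds, and grown at 37 °C for at least 48 hr. Viability was read as ATP luminescence.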
KAT2A inh: inhibitors of human GCN5L2 histone acetyltransferase; GCN5L2 HAT assay, ThioGlo1 CoA-SH fluorescence; 390,000 compounds, 0.21% hits; Q92830; Potency, µM (series often up to 58.9 µM), for inactives: at the highest dose activity change, negative = inhibition, hits mostly inhibitors
Target sequence (Q92830 whole entry, looked up): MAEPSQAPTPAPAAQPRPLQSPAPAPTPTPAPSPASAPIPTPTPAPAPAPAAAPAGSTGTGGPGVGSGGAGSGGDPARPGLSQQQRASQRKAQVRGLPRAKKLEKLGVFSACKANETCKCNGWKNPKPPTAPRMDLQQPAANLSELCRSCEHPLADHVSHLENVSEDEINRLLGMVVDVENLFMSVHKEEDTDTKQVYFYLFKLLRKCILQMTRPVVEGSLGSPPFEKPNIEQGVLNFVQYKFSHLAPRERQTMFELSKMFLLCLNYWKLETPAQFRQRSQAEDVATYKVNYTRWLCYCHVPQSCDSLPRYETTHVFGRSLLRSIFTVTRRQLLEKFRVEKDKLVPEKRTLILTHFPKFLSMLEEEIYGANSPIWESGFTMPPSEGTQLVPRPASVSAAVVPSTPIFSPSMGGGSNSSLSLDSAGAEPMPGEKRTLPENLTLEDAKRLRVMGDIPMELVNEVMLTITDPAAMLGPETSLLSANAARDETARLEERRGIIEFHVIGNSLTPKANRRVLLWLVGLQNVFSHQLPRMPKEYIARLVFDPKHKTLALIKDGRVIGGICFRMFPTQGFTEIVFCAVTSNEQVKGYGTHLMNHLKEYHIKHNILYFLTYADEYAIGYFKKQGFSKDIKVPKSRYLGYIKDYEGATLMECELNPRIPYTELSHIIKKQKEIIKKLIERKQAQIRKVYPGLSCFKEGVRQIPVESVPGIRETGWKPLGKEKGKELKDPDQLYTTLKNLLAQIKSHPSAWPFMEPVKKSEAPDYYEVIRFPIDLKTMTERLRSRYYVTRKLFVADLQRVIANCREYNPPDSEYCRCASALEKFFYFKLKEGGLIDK
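Compounds, pin-transferred from DMSO stocks, meet 20nM GCN5L2 for 15 min before the reaction begins with H3(1-25) peptide (75uM) and acetyl-CoA (70uM). Thiol-reactive ThioGlo1 reports CoA release over 20 min at room temperature.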
FEN1 inh: blocks human flap endonuclease 1 | Recombinant FEN1 flap cleavage, fluorescence, 15 min | P39748 | 390,000 compounds, 0.35% hits | Potency, µM (doses to about 114 µM), for inactives: top-dose activity change, negative = inhibition, most hits filed as inhibitors; also: nearly all actives have a fitted effect of over 65% in size
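Read-out was taken twice, immediately and after 15 min, following addition of 50 nM substrate to 10 nM FEN1 that had sat with test compound for 15 min at room temperature. Curves came from a four-parameter Hill model.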
The depositor's hits bear a star; ? = inconclusive; · = no result given; & = joins results of further samples; [ ] = remark or other dose. Calls follow the shape of the dose curve; as a rule, active = well fitted curve in the direction sought with a large enough effect; inconclusive = small, poorly fitted or top-dose-only effect, or another doubt; inactive = no such curve, though single readings can be large; an effect the other way counts as inactive or inconclusive. % is scaled to controls: 0 for no effect and ±100 for the full control effect; potency is read from the fitted curve at half-maximal effect.

SMILES	TDP1 cell CPT	KAT2A inh	FEN1 inh
Cc1[nH]c2ccccc2c1C(=O)C(=O)NC1CC(=O)N(c2ccccc2)C1 (stereo unspecified)	3.9%	-0.8%	-5.5%
CC(C)NC(=O)CCCc1ccccc1	4.3%	-8.8%	-1.3%
O=C(O)C#CC(=O)O	-0.2%	·	-0.4%
CCOC(=O)N/N=C\c1cccc(OC)c1	-16.6%	-0.8%	7.8%
Cc1ccc(S(=O)(=O)Nc2ccccc2/C=N/c2nc3ccccc3n2C)cc1	?	-21.8%	13.9%
CC(=O)Nc1ccc(S(=O)(=O)N2CCC(C(=O)O)CC2)cc1	-7.5%	3.3%	17.0%
O=C(Nc1csnn1)OCc1ccccc1	-18.1%	·	-4.3%
CCOC(=O)c1c(/N=C/c2cc(OC)cc([N+](=O)[O-])c2O)sc(C)c1C	-1.1%	1.6%	-14.9%
COc1ccc2cc(CN(CCc3ccccc3)Cc3nnnn3Cc3ccco3)c(=O)[nH]c2c1	?	2.3%	-18.2%
COc1ccc(/C=N/NC(=O)Cn2cnc3ccccc3c2=O)cc1OC	1.9%	3.1%	0.9%
CCN(c1ccccc1)S(=O)(=O)c1ccc(NN)nc1	?	-8.5%	10.7%
CC1(C)CC(=O)C2=C(C1)OC1=C(C(=O)CC(C)(C)C1)C2c1ccccc1	-19.4%	-18.9%	-3.1%
O=C(CSCc1ccc(Cl)cc1)N/N=C/c1ccc(OCC(=O)Nc2ccccc2)cc1	?	-0.6%	14.6%
Cc1cccc(N=C2NC(=O)S/C2=C\c2ccco2)c1	?	3.2%	-26.5%
CC(=O)c1cccc(OCCCOc2cccc3cccnc23)c1	?	-9.7%	-2.7%
CC1(C)Cc2c(ccc3ccccc23)C(NNC(=O)c2cccnc2)=N1	-4.4%	-4.7%	-2.7%
COc1ccc2[nH]c(=O)c(C(c3nnnn3C3CCCCC3)N3CCN(C)CC3)cc2c1 (stereo unspecified)	-6.9%	-13.6%	10.1%
c1ccc(C(c2nnnn2Cc2ccco2)N2CCN(c3nc4ccccc4s3)CC2)cc1 (stereo unspecified)	?	-10.6%	-5.7%
Cc1c(C(=O)N2CCN(c3ccccc3F)CC2)oc2c1C(=O)CC(C)(C)C2	?	0.3%	4.5%
COC(=O)CC(N)c1ccc(Br)cc1 (stereo unspecified)	?	-3.7%	4.3%
CCn1cc(/C=C2/SC(=S)NC2=O)c(C)n1	-18.0%	-6.3%	-8.0%
c1ccc2c(-c3c[nH]c4ccccc34)c3ccccc3nc2c1	?	2.0%	-1.7%
COc1ccccc1Nc1ccc(C(=O)O)cc1[N+](=O)[O-]	-11.6%	-10.3%	1.0%
Cc1cccc(C)c1NC(=O)CNC(=O)c1ccc(N2CCCC2)c([N+](=O)[O-])c1	-2.1%	0.8%	-1.5%
Cc1cccc(CCNS(=O)(=O)c2ccc(S(=O)(=O)N3CCCCC3)cc2)c1	-28.9%	-7.1%	-7.9%

Going on with the list:
SMILES	TDP1 cell CPT	KAT2A inh	FEN1 inh
COC(=O)N1CCC2(CCCN(Cc3cc(C(F)(F)F)cc(C(F)(F)F)c3)C2)CC1	-2.3%	-3.3%	·
O=Cc1c(F)cccc1N1CCCC1	-0.7%	-5.5%	6.9%
O=C(Nc1ccccc1N1CCCC1)C1=COCCO1	-11.1%	-3.1%	16.5%
CCOc1ccccc1NC(=O)CSc1c2c(nc3ccc(Cl)cc13)CCCC2	?	-12.9%	-10.5%
O=C(COC(=O)COc1cccc(F)c1)Nc1nc2ccccc2s1	-6.5%	-2.2%	-4.2%
C=C[C@@H]1c2cc(C)ccc2N(S(=O)(=O)c2ccc(C)cc2)[C@H](c2ccc(C(=O)OC)cc2)C1(C#N)C#N	?	·	12.6%
COc1ccc(C2c3cc4c(cc3OC(NNC(N)=O)C2C)OCO4)cc1 (stereo unspecified)	?	·	-7.0%
Cn1c(C(=O)NCCCN2CCN(c3ccccc3F)CC2)cc2c(=O)n(C)c3ccccc3c21	?	-6.0%	1.5%
CCOc1ccccc1N1CCN(CC(O)COC2CCCc3ccccc32)CC1 (stereo unspecified)	?	-1.3%	12.8%
CCOC(=O)C(=O)Nc1nc(-c2ccccc2)c(CC)s1	6.8%	0.0%	-15.2%
Cc1noc(C)c1-c1cncnc1NC1CC1	-1.3%	-9.0%	·
CS(=O)(=O)Nc1cccc(-c2nc(NCc3cccnc3)c3ccccc3n2)c1	?	-2.6%	·
Cc1ccc(S(=O)(=O)N2CC(=NO)C2)cc1	6.4%	-0.2%	-0.9%
CSc1ccc(NC(=O)NCCN2CCc3ccccc3C2)cc1	?	-3.7%	-4.0%
Cc1ccc(C)c(NC(=O)NCCN2CCCCC2)c1	24.6%	-14.3%	15.9%
CN1CCC(=O)N(CCOc2ccccc2)CC1	?	-0.1%	12.4%
Cn1c(=O)c2c(SC3CCCC3)nc(C3CC3)nc2n(C)c1=O	?	-3.1%	1.5%
O=c1c(Cl)c(N2CCNCC2)cnn1C12CC3CC(CC(C3)C1)C2	-19.6%	-3.4%	0.3%
CCCNC(=O)Cn1nc(C)c2c(C)n(-c3ccccc3)nc2c1=O	-7.9%	1.1%	-14.6%
CCN(CC(=O)Nc1ccc(C)c(S(=O)(=O)N(C)C)c1)Cc1ccccc1	?	-0.7%	10.9%
COc1ccc(-c2nc(CS(=O)CC(=O)NCC3CCCO3)c(C)o2)cc1 (stereo unspecified)	19.3%	0.1%	50.2%
COc1ccc(/C=C2\SC(=O)N(CCCC(=O)Nc3cc(Cl)ccc3C(=O)O)C2=O)cc1	33.0%[activator]	-8.3%	-9.9%
COc1ccc(C2CC(c3cccs3)n3nc(N)nc3N2)cc1 (stereo unspecified)	23.1µM*	-5.6%	?
COc1ccc(C(N)=O)cc1NC(=O)c1cccc(F)c1	18.0%	-17.8%	-14.4%
COc1ccc(N(CC(=O)NCc2ccccc2)S(=O)(=O)c2c(C)noc2C)cc1	-17.5%	0.9%	1.3%

Compound profiles, as listed above. Values in the order: TDP1 cell CPT	KAT2A inh	FEN1 inh
`CC1(C)CC(=O)C2=C(C1)OC1=C(C(=O)CC(C)(C)C1)C2c1ccccc1` in the list: -19.4%	-18.9%	-3.1%
`COc1ccc(C2c3cc4c(cc3OC(NNC(N)=O)C2C)OCO4)cc1` (stereo unspecified) in the list: ?	·	-7.0%
`CCN(CC(=O)Nc1ccc(C)c(S(=O)(=O)N(C)C)c1)Cc1ccccc1` in the list: ?	-0.7%	10.9%
`COc1ccc(N(CC(=O)NCc2ccccc2)S(=O)(=O)c2c(C)noc2C)cc1` in the list: -17.5%	0.9%	1.3%
`c1ccc2c(-c3c[nH]c4ccccc34)c3ccccc3nc2c1` in the list: ?	2.0%	-1.7%

Copied from the list:
COc1ccc(-c2nc(CS(=O)CC(=O)NCC3CCCO3)c(C)o2)cc1 (stereo unspecified) in KAT2A inh reads 0.1%
C=C[C@@H]1c2cc(C)ccc2N(S(=O)(=O)c2ccc(C)cc2)[C@H](c2ccc(C(=O)OC)cc2)C1(C#N)C#N in FEN1 inh reads 12.6%
CCOC(=O)C(=O)Nc1nc(-c2ccccc2)c(CC)s1 in KAT2A inh reads 0.0%

The list goes on:
SMILES	TDP1 cell CPT	KAT2A inh	FEN1 inh
Cc1cc(S(=O)(=O)C(CNC(=O)COc2ccccc2)c2cccs2)ccc1F (stereo unspecified)	-29.8%	7.8%	-17.1%
COc1ccc(CCNC(=O)C2CCN(c3nc4ccccc4nc3C(F)(F)F)CC2)cc1OC	23.1µM*	1.6%	8.1%
COc1cccc(NC(=O)CSc2nc(=O)n(CCN(C)C)c3c2CCCC3)c1	-13.2%	1.4%	-1.0%
O=C(N/N=C/C(Br)=C/c1ccccc1)NC1CCCCC1	9.2µM*	-13.4%	-0.9%
COc1ccc(-c2c(C)n([O-])c3c([n+]2=O)CCCCC3)cc1OC	17.5%	0.8%	-1.5%
Cc1ccc(C(=O)Nc2ccc(N3CCOCC3)nc2N2CCOCC2)cc1	-6.4%	3.1%	1.8%
CCOc1ccc(S(=O)(=O)Nc2ccc(C(=O)N3CCC3)cc2)cc1	-20.9%	0.5%	1.7%
COc1ccccc1/C=C/C=N/N1CCN(Cc2ccccc2)CC1	12.1%	-9.1%	-3.8%
COc1ccc(Nc2c3c(c(C#N)c4nc5ccccc5n24)CCC3)cc1	-13.1%	-4.2%	-12.8%
CC(C)Oc1ccc(C(CC(=O)O)NC(=O)Cc2ccccc2)cc1 (stereo unspecified)	9.4%	-16.4%	-3.9%
O=C(NNC(=O)c1cccs1)c1ccc(F)cc1	0.0%	-4.6%	-7.4%
N#Cc1c(SCc2ccccc2)sc(C(=O)c2ccccc2)c1N	6.2%	-6.9%	-14.1%
Cc1c(NC(=O)NC2CCCCC2)cccc1[N+](=O)[O-]	-15.8%	0.0%	-9.4%
NC(=O)C1CCN(c2oc(-c3cccs3)nc2S(=O)(=O)c2ccc(Cl)cc2)CC1	11.0%	-4.0%	-4.6%
CC(C)Cn1c(=O)c2ccccc2n2c(CCC(=O)Nc3cccc(Cl)c3)nnc12	?	-1.4%	-4.2%
CCC(Oc1ccccc1)C(=O)Nc1cccc(OCc2cc(=O)n3cccc(C)c3n2)c1 (stereo unspecified)	23.1µM*	1.7%	-6.7%
O=[N+]([O-])c1ccc2c(c1)c1ccccc1n2CCO	9.0%	-5.5%	?
O=C(NCCSc1ccc(Cl)cc1)c1ccco1	-2.3%	-8.6%[0.501 µM]	6.3%
C[C@H](NCCc1ccc(O)cc1)[C@H](O)c1ccc(O)cc1	2.0%&14.8%	-3.9%	-1.2%
CCOC(=O)c1c(C)n(-c2ccccc2)c2ccc(OC(=O)c3ccccc3Cl)cc12	?	3.6%	-6.8%
CCOC(=O)C1CCN(C(=O)CCc2c(C)nc3cc(-c4ccccc4)nn3c2C)CC1	?	2.9%	-3.9%
COC(=O)c1ccccc1NC(=O)CSc1nnnn1C	8.0%	0.7%	1.2%
CN1C(=O)C(C)(C)N(C(=O)c2cccc([N+](=O)[O-])c2)c2ccccc21	3.5%	-9.4%	-2.8%
COc1ccccc1NCc1ccc([N+](=O)[O-])s1	-20.0%	-0.8%	-15.6%
CC1CCCN(C(=O)c2ccc3c(=O)n(C4CCCC4)c(=S)[nH]c3c2)C1 (stereo unspecified)	20.6µM*	-4.7%	-24.4%

(cont.)
SMILES	TDP1 cell CPT	KAT2A inh	FEN1 inh
COc1ccc(C(=O)OCC(=O)N2CCCCCC2)cc1S(=O)(=O)N1CCOCC1	-11.0%	1.4%	19.0%
Cn1c(=O)n(CC(=O)N2CCN(c3nnc(-c4ccccc4)c4ccccc34)CC2)c2ccccc21	?	-6.4%	3.9%
CC(C)OC(=O)c1cccnc1N1CCN(c2ccc(F)cc2)CC1	?	-5.0%	0.1%
CC1CCN(C(=O)c2ccc(S(=O)(=O)Cc3cc(F)ccc3F)c([N+](=O)[O-])c2)CC1	6.51µM*	-5.0%	3.2%
CCC(=O)N1CCc2cc(S(=O)(=O)NC(C(=O)NC(C)c3ccccc3)C(C)C)ccc21 (stereo unspecified)	-1.3%	-8.6%	-7.1%
CCC(NC(=O)c1ccc2nc(Cc3ccc(OC)cc3)oc2c1)c1ccncc1 (stereo unspecified)	7.31µM*	-2.8%	4.2%
Nc1nnc(SCC(=O)Nc2cc(C(F)(F)F)ccc2N2CCOCC2)s1	?	-17.2%	-6.9%
COCCNC(=O)c1onc(CSc2cccc(OC)c2)c1C(=O)NCCOC	2.4%	-2.8%	-2.9%
O=C(OCc1nnc(-c2ccccc2)o1)C1CC(=O)N(CCc2ccccc2)C1 (stereo unspecified)	-0.2%	-2.9%	12.8%
COc1ccc(NC(=O)Nc2cccs2)cc1OC	-20.0%	-2.2%	-15.6%
COc1cccc(Nc2nnc(SCn3nnc4ccccc4c3=O)s2)c1	?	-1.6%	-15.6%
Cc1ccc2[nH]c(C(F)(F)F)cc(=O)c2c1	?	?	0.0%
Cc1nc2cc3ccccc3cc2n1C	-18.6%	-1.0%	10.1%
O=C(CCC(=O)N/N=C/c1ccc(Br)s1)NCc1ccccc1	?	-0.2%	0.0%
O=C(c1cc2c(ccc3ccccc32)oc1=O)N1CCCC1	4.4%	-7.7%	-1.7%
N#Cc1ccc(OCC(=O)n2cc(C(=O)c3cc(Cl)cc(Cl)c3O)cn2)cc1	?	-4.2%	9.2%
COc1ccccc1S(=O)Cc1ccc(C(=O)O)o1 (stereo unspecified)	-14.7%	-3.9%	-4.6%
Cc1ccc(CN(C(=O)c2csnn2)C(C(=O)NC2CCCC2)c2ccccn2)cc1 (stereo unspecified)	0.5%	-2.1%	8.0%
O=C(Nc1nnc(COc2ccc(F)cc2)s1)Nc1ccccc1F	-13.8%	-11.1%	10.3%
O=C1C(=O)c2ccccc2C([O-])=C1[n+]1ccccc1	-26.6%	2.5%	-18.1%

Some of the entries above in another layout:
SMILES | TDP1 cell CPT | KAT2A inh | FEN1 inh
COc1ccc(Nc2c3c(c(C#N)c4nc5ccccc5n24)CCC3)cc1 | -13.1% | -4.2% | -12.8%
CCN(CC(=O)Nc1ccc(C)c(S(=O)(=O)N(C)C)c1)Cc1ccccc1 | ? | -0.7% | 10.9%
COc1ccc(-c2c(C)n([O-])c3c([n+]2=O)CCCCC3)cc1OC | 17.5% | 0.8% | -1.5%

This is a subset; count on the stated rates, not on these rows.
